Assay outcomes (PubChem)
CaV13 ICDI inh – Primary screen for inhibitors of IQ motif and Ca2+-dependent inactivation inhibitor domain binding in CACNA1D, Förster resonance energy transfer in living cells, …. inhibition, % at 12.3 µM. 340,000 tested, 0.098% active. HEK cells, CFP/YFP FRET ICDI-IQ, plate reader, 10 min; percent FRET-ratio fall versus neutral wells;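 active = mean replicate inhibition of at least 30% and at least 1% of replicates passing that level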;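 also: 0% = median of the neutral control wells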
NR2E3 ag-1 – agonists of human nuclear receptor NR2E3. GST-NR2E3/biotin-RetCOR TR-FRET, 1536-well. AID 2300. inhibition of corepressor binding, % at 4.78 µM. 320,000 tested, 0.12% active. Q9Y5X4;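 active = percent inhibition above the cutoff of mean plus 3 SD of all tested compounds, set per screening campaign, cut at about 20% in these data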;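 also: 0% = DMSO wells and 100% = biotin wells as full block of FRET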
Target sequence (Q9Y5X4 whole entry, looked up): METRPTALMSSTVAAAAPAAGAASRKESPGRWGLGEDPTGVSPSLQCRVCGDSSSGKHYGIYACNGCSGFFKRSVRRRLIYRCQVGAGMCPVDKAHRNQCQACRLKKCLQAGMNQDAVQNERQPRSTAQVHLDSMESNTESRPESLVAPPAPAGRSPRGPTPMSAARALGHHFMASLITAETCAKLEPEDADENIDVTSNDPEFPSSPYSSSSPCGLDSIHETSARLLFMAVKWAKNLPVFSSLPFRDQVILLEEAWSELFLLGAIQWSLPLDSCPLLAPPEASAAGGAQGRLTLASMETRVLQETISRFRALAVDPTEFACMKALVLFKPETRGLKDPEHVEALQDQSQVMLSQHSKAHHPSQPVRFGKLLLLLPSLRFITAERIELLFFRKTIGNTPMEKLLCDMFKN
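Material – GST-tagged NR2E3 plus biotinylated RetCOR corepressor · Quantity – NR2E3 fusion 1.35 nM · Times – 5 h incubation at 4 °C · Medium – pH 7.5 Tris-based buffer · Technique – TR-FRET, Eu(K)-anti-GST donor, streptavidin-D2 acceptor, ex 340, em 617/671 nm · Benchmarks – high control biotin, low control 0.6% DMSO · Format – 1536-well plates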
Shn3 3UTR inh – reduces Shn3 3'UTR luciferase signal in osteoblasts. Clone20 osteoblast Shn3 3'UTR firefly luciferase, 24 h. inhibition, % at 12.5 µM. 360,000 tested, 0.52% active. AID 588674;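 active = mean inhibition of at least 75% with every replicate also reaching 75%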;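 also: 0% = median of neutral control wells and 100% = pilot-screen positive control compound; some compounds past the cut are filed as inactive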
Peg3 promoter – Peg3 promoter activity inhibition. HeLa PEG-Prom luciferase reporter, luminescence, overnight. inhibition, % at 20 µM. 360,000 tested, 1.7% active. AID 588405;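 active = inhibition of at least 50% at 20 µM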
KKLEB tox – CF airway cell cytotoxicity counter-screen. KKLEB CF airway cells viability, ATPlite luminescence, overnight; hits give low values; cells stimulated with P. aeruginosa culture filtrate. 360,000 tested, 0.36% active. activity change (cytotoxicity), % at 5 µM;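 active = corrected activity change at or below -50% at 5 µM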
PDI turbidity – inhibitors of human protein disulfide isomerase; P07237; PDI insulin aggregation turbidity, A650, 90 min; inhibition, % at 10 µM; 350,000 tested, 0.052% active; AID 588391;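 active = mean inhibition across replicates of 30% or more, whatever share of single replicates reach that level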;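 also: absorbance from insulin aggregation driven by PDI reduction with DTT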
Target sequence (P07237 whole entry, looked up): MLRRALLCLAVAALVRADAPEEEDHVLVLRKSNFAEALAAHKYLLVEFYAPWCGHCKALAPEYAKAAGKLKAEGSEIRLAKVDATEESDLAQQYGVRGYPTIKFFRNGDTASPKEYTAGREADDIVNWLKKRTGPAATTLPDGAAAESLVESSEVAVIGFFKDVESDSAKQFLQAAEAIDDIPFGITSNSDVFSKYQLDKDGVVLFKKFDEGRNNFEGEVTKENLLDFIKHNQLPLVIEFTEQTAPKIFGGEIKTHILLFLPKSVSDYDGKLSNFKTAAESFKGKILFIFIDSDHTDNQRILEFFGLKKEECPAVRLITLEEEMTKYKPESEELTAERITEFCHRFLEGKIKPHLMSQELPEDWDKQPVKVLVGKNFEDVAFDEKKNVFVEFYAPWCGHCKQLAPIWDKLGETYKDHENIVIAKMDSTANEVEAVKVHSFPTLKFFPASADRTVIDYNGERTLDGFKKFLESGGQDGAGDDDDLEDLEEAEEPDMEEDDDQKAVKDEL
TRPM1 prom inh – inhibitors of MITF-driven TRPM1 promoter in melanoma cells. inhibition, % at 12.5 µM. AID 488899. SK-MEL-5 TRPM1 promoter luciferase, 24 h. 330,000 tested, 0.83% active;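 active = mean inhibition across replicates of 60% or more, whatever share of single replicates reaches that level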; also: values of inactives mirror those of a sister screen read the other way
NR2E3 ag-2 – human photoreceptor-specific nuclear receptor agonism; Q9Y5X4; CHO-S Gal4-NCOR/VP16-NR2E3 two-hybrid, luciferase; inhibition of corepressor binding, % at 3.98 µM; 360,000 tested, 0.35% active; AID 602229;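 active = inhibition above the mean of all tested compounds plus 3 SD, cut at about 70% in these data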;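 also: 0% = DMSO with NR2E3 transfected cells and 100% = cells lacking NR2E3 construct; higher means lower luciferase signal from less NR2E3 corepressor binding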
CF NFkB inh – blocks PAF-induced NF-kB reporter in cystic fibrosis cells; inhibition, % at 5 µM; KKLEB NF-kB-GFP reporter, GFP fluorescence overnight; 360,000 tested, 0.86% active;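 active = at least 50% inhibition at 5 µM, scaled per plate between neutral and stimulator controls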;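 also: PAF is a Pseudomonas aeruginosa culture filtrate used as stimulus; plate controls were PAF-stimulated DMSO wells for no effect and unstimulated DMSO wells for full effect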
HIF-2a block – inhibitors of HIF-2a; 786-0 RCC cells HIF-2a reporter, luciferase luminescence, overnight; inhibition, % at 18.8 µM; 360,000 tested, 0.72% active; AID 624352;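 active = inhibition of the luminescence signal of 40% or more relative to plate controls, in a single-dose primary screen at 18.75 µM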
Vif inh – inhibitors of HIV Vif; 340,000 tested, 0.35% active; inhibition, % at 7.49 µM; HEK293T cells, Vif self-association by quenched fluorescence, imaging, 24 h; in the data active = inhibition above about 50%, passing the limit was not always enough; also: some results filed as inactive read as strong as hits
An asterisk follows results filed as active; . = not tested or not shown.

SMILES	CaV13 ICDI inh	NR2E3 ag-1	Shn3 3UTR inh	Peg3 promoter	KKLEB tox	PDI turbidity	TRPM1 prom inh	NR2E3 ag-2	CF NFkB inh	HIF-2a block	Vif inh
Cc1cc(/C=C(\C#N)C(=O)Nc2ccccc2)c(C)n1-c1ccc2c(c1)OCO2	-10.1	1.3	9.7	-39.1	-8.9	-8.0	-18.2	-2.3	12.1	-90.1	-15.3
COc1ccc(N2CCN(CCCNC(=O)c3ccc(CS(=O)(=O)c4ccc(OC)cc4)o3)CC2)cc1	-3.8	0.4	12.8	17.7	15.0	-6.7	21.8	-17.2	-26.3	14.5	-3.2
CCN1C(=O)C2(C(C#N)=C(N)Oc3n[nH]c(-c4ccccc4)c32)c2ccccc21 (configuration not stated)	-6.1	2.8	-11.1	6.2	19.3	0.9	6.8	-3.5	-1.2	22.3	11.0
Nc1nnnn1/N=C/c1ccc(O)cc1	-4.8	-0.4	-3.3	-2.4	7.5	-6.3	13.0	-0.3	-12.4	8.8	-0.3
O=C(Nc1ccc(F)cc1F)N1CCN(CCc2ccccc2)CC1	-0.2	-1.4	3.4	11.6	-3.7	-2.8	-2.8	7.5	6.4	16.1	-8.9
O=C(NCCCl)Nc1ccccc1NS(=O)(=O)c1cccs1	-6.3	.	5.0	7.4	0.3	-5.0	5.9	-8.4	-5.0	4.9	-37.2
C=CCn1c(SCc2nc3sc4c(c3c(=O)[nH]2)CCCC4)nc2ccccc2c1=O	-6.4	2.3	-5.1	19.9	-14.5	-0.8	-5.6	-3.0	-6.0	5.6	13.1
CC(=O)c1cc2c(O)c(O)ccc2o1	-4.4	-2.9	1.2	10.4	2.3	3.0	16.3	-39.3	-2.7	4.5	7.8
COc1cccc(/C=N/NC(=O)CNC(=O)c2ccc(S(=O)(=O)N3CCOCC3)cc2)c1OC	-4.6	-0.3	12.5	0.1	-2.0	9.5	21.2	-16.4	10.2	11.9	-0.2
O=C(CN1CCCCC1)Nc1ccccc1C(=O)NC1CC1	-5.4	.	10.5	6.8	0.6	-2.9	-2.9	8.1	-11.5	9.4	-6.3
CCCc1cc(=O)[nH]c(SCC(=O)N2CCc3ccccc32)n1	-4.2	.	-10.0	13.1	-27.9	-6.7	-5.3	-21.8	13.5	2.7	11.0
Cc1cc(C)n(CCc2nc(-c3ccc(F)cc3)cs2)n1	-2.8	3.5	-22.8	-65.2	-1.1	10.0	-22.8	-10.3	7.7	-73.6	-2.8
NS(=O)(=O)c1cccc(-n2cnnn2)c1	-6.1	2.4	-21.4	6.2	-9.2	-0.5	-13.9	-10.0	4.1	6.1	11.2
O=C(C[n+]1ccc(/C=N/O)cc1)NCc1ccccc1	-14.7	1.4	-23.2	8.7	-2.8	0.3	-4.5	4.2	4.4	6.8	28.3
COCCNC(=O)c1c[nH]c2ccc(S(=O)(=O)N(C)c3ccc(C)c(C)c3)cc2c1=O	-15.8	2.2	18.9	40.4	0.8	10.0	8.9	-8.8	11.6	6.3	9.0
Cc1cc(C)c(S(=O)(=O)Nc2ccc[nH]c2=O)c(C)c1	-6.2	2.3	2.5	-3.4	-0.5	-7.2	0.6	-4.5	5.7	6.0	-4.0
O=C(CSc1nc2c(c(=O)n1-c1ccccc1)SCC2)N1CCOCC1	-2.7	-0.8	2.8	9.5	8.3	.	.	-5.6	10.4	16.6	6.9
Nc1cc[n+](CC(=O)c2ccc3c(c2)OCCO3)cc1	-2.7	4.3	6.4	-1.6	-23.1	8.2	9.0	-12.3	15.8	12.0	81.6*
O=C(COC(=O)c1ccc(O)cc1O)NC(=O)c1ccccc1	-5.9	.	-3.8	19.7	14.5	2.1	5.6	0.7	17.7	9.0	-0.6
N#CCCN(Cc1cccnc1)S(=O)(=O)c1ccc2ccccc2c1	-5.8	2.1	9.1	15.7	7.2	-7.7	0.0	2.5	-16.5	1.9	-4.6
COc1ccc(NC(=O)c2cc3c(=O)n4ccccc4nc3n2C)c(OC)c1	-25.6	2.8	-30.2	-54.9	4.3	-8.2	-28.2	-4.0	3.6	-65.0	6.6
NC(=O)c1ccccc1NC(=O)Nc1ccc(F)c(Cl)c1	0.9	-2.7	3.8	-1.6	-1.9	12.2	-2.0	-17.8	-2.9	-34.2	5.8
Cc1ccc(CSc2nnc(C)c(=O)n2N)cc1	-4.8	-0.1	-11.2	-33.2	-1.0	2.8	1.1	-22.9	1.2	-45.1	5.0
CC(=O)c1ccc(N2CCN(C(=O)c3cc(-c4ccc5c(c4)OCO5)nc4ccccc34)CC2)cc1	.	1.2	6.4	-13.3	3.6	0.3	-13.9	1.1	-2.9	-67.6	-7.2
CCCCOC(=O)Cc1c(O)c2ccccc2[nH]c1=O	-1.3	3.6	-14.6	4.2	-4.7	-1.6	2.8	-21.9	3.3	14.5	8.3
O=C(c1ccc(C(F)(F)F)cc1)N(CCCn1ccnc1)C(c1ccccn1)c1nc2ccccc2[nH]1 (configuration not stated)	.	.	-0.8	-37.5	-9.9	.	.	-13.8	-1.9	-53.9	-3.4
CC1(C(=O)NCc2ccccc2Br)CCN1Cc1csc2ccccc12 (configuration not stated)	-11.9	.	-3.7	4.4	-11.0	5.8	.	-2.4	14.7	12.3	-11.9
CN(Cc1c(F)cccc1Cl)C(=O)c1ccc2ccccc2n1	-2.8	2.5	13.3	7.4	-0.7	-0.9	5.5	-15.4	3.3	-1.3	-5.4
CCCn1ncc(OC)c(Cl)c1=O	-8.3	4.9	-7.8	5.2	6.2	-82.1	9.1	-3.5	0.3	5.3	5.2
CC(N)c1ccc(Cl)cc1Cl (configuration not stated)	-4.4	-2.4	8.2	4.4	-2.3	16.1	13.0	-3.3	4.3	18.1	1.8
O=C(OCc1nnc(-c2ccccc2)o1)c1ccc(-n2cnnn2)cc1	-3.4	6.0	-12.3	-25.7	2.0	3.1	-0.8	29.0	-3.1	-31.1	10.9
Cc1ccc(N=Cc2cc(Cc3ccccc3Cl)cc([N+](=O)[O-])c2O)c(O)c1	.	-3.5	-2.8	-40.5	6.1	-10.7	-2.4	4.8	73.3*	-31.6	-3.4
CCN(C(=O)CSc1nnc(Nc2cccc(C)c2C)s1)C1CCS(=O)(=O)C1 (configuration not stated)	-3.5	0.0	12.5	20.0	-0.4	-0.4	1.7	9.2	16.0	4.2	55.6*
CN(C)C(=O)c1nc2ccc(Cl)cn2c1CN1CCCC(OCc2ccccc2)C1 (configuration not stated)	-3.4	3.1	-0.1	12.1	-12.1	2.3	-6.4	-4.9	12.4	13.5	15.1
Nc1c2c(nc3ccc(Br)cc13)N(Cc1ccccc1)CC2	-6.6	2.9	7.4	3.6	-5.9	-5.0	-4.1	-1.9	5.7	2.3	0.2
COc1cccc(CNc2nnnn2C)c1OC	-5.0	-1.7	10.7	1.1	5.8	0.4	-36.0	-3.6	-4.2	9.1	-1.6
Cc1cccc(C(=O)Nc2cccc(NC(=O)c3ccccc3)c2)c1	-18.3	4.5	-0.2	-25.6	-7.8	11.1	-4.0	-6.2	4.8	-61.1	-0.5
Cc1ccc(NC(=O)/C(C#N)=C/c2cc(C)n(-c3ccc(N4CCOCC4)c([N+](=O)[O-])c3)c2C)c(C)c1	.	0.2	64.2	9.1	-21.7	-4.4	17.2	-19.9	27.5	1.1	11.0
CCOC(=O)N1C=CC(C)=C[C@@H]2[C@@H](N3C(=O)c4ccccc4C3=O)C(=O)N21	-7.7	-3.7	-2.2	0.1	21.3	-1.4	-3.2	-1.7	-11.3	6.4	-1.1
Cc1cccc(-n2ccnc2SCC(=O)Nc2cccc(S(=O)(=O)NC3=NCCC3)c2)c1C	-5.7	.	7.8	5.5	20.4	-2.1	1.9	-5.2	-11.3	13.7	3.3
Cc1cccc(NCc2nc(SCC(=O)Nc3ccccc3)n[nH]2)c1	-20.6	-0.2	1.2	9.8	5.3	0.5	4.8	4.4	-4.5	20.9	-3.1
COc1ccc(N2C(=O)CC(C3CCCO3)C2=O)cc1 (configuration not stated)	-6.5	-0.6	2.0	11.8	0.9	-1.9	3.9	-24.4	2.3	9.5	4.7
O=C1NC(=S)N/C1=C\c1cccnc1	10.2	3.7	-2.4	15.4	-2.5	-0.6	-10.3	-35.5	54.1*	18.2	4.4
Cc1cccc(NC(=O)C2CCN(c3nc(C)cc(C)n3)CC2)c1	-3.4	-0.1	12.2	-3.4	-10.1	-4.3	10.0	-5.2	7.7	8.8	-14.4
O=C(NNc1c(Cl)cccc1Cl)c1ccno1	-5.2	-1.0	-14.2	10.6	2.9	0.1	-5.2	17.8	-1.1	13.7	-5.6
Cc1nnc(SCC(=O)NC2CCCCC2)n1N	-7.4	.	0.7	-8.7	21.3	-1.4	4.1	-6.9	-24.2	1.5	2.7
Cc1c(Cl)cccc1NC(=O)CN1CCN(CCN=CC2=C(O)CC(c3ccccc3)CC2=O)CC1 (configuration not stated)	-3.9	0.6	-14.6	4.3	-7.1	-6.2	2.1	18.3	2.9	14.4	0.9
COc1ccc(S(=O)(=O)N2CCCCC2)cc1C(=O)N1CCCC1	-5.8	.	-4.2	9.1	22.9	2.3	2.3	-9.1	-2.8	9.5	3.1
Cc1ccc(C)c(S(=O)(=O)N2CCCCC2CCNC(=O)C(=O)NCCc2ccco2)c1 (configuration not stated)	-14.0	-6.1	0.5	15.1	2.6	-1.5	15.7	-34.2	13.8	9.8	-5.6
O=C(CSc1ccc2nnc(-c3cccnc3)n2n1)Nc1ccccc1C(F)(F)F	-5.3	3.3	-2.1	-0.5	-9.3	0.6	-2.7	-5.0	11.7	18.5	1.0
CCCNC(=O)C1CCN(S(=O)(=O)c2ccc3c(c2)OCCO3)CC1	-4.2	-1.4	13.2	14.2	-2.9	7.1	8.1	5.6	12.4	20.2	-13.8
C=CCn1c(C)cc(C(=O)COC(=O)CNC(=O)c2ccccc2)c1C	-2.3	-3.3	23.5	-6.8	-3.0	-7.1	-6.3	7.9	6.5	-23.1	-2.2
O=c1[nH]c(C2CCN(S(=O)(=O)c3ccc([N+](=O)[O-])cc3)CC2)nc2c1nnn2Cc1ccccc1	-4.2	0.1	1.0	12.6	10.7	9.0	11.8	-15.4	-1.9	13.0	1.9

Three entries from above, as comma-separated lines:
smiles,CaV13 ICDI inh,NR2E3 ag-1,Shn3 3UTR inh,Peg3 promoter,KKLEB tox,PDI turbidity,TRPM1 prom inh,NR2E3 ag-2,CF NFkB inh,HIF-2a block,Vif inh
O=C1NC(=S)N/C1=C\c1cccnc1,10.2,3.7,-2.4,15.4,-2.5,-0.6,-10.3,-35.5,54.1*,18.2,4.4
COc1ccc(N2C(=O)CC(C3CCCO3)C2=O)cc1 (configuration not stated),-6.5,-0.6,2.0,11.8,0.9,-1.9,3.9,-24.4,2.3,9.5,4.7
CCCNC(=O)C1CCN(S(=O)(=O)c2ccc3c(c2)OCCO3)CC1,-4.2,-1.4,13.2,14.2,-2.9,7.1,8.1,5.6,12.4,20.2,-13.8
